Vif-APOBEC3F blk = inhibitors of Vif-A3F interaction; HeLa A3F-eYFP + Vif (tagged APOBEC3F with the HIV-1 protein that degrades it), YFP fluorescence increase; Potency, µM (doses to about 46.1 µM), inactives show at the top dose activity, negative = active; 390,000 tested, 0.2% active; also: potency is read from the fitted curve at half-maximal effect; % of control where 0% means no effect; nearly all actives have a fitted effect of over 65% in size
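Fluorescence increase (Ex 488/Em 500-530) after overnight compound treatment at 37 deg C flags inhibition of Vif-driven A3F-eYFP loss in stable HeLa A3F-eYFP/Vif cells seeded overnight beforehand.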
USP1 inh = USP1/UAF1 (human) deubiquitinase inhibition; O94782; recombinant USP1/UAF1, Ub-Rhodamine cleavage fluorescence; Potency, µM (highest dose often 57.1 µM), inactives show at the top dose activity change, negative = inhibition, usual class: inhibitors; 390,000 tested, 0.23% active; also: potency is read from the fitted curve at half-maximal effect; % is scaled to controls: 0 for no effect and ±100 for the full control effect; nearly all actives have a fitted effect of over 60% in size; inactives centre near -12
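Step one: compound is pinned into 1nM USP1/UAF1 in HEPES pH 7.8 buffer with TCEP. Step two: 15 min room-temperature incubation. Step three: Ub-Rho (150nM final) starts cleavage, tracked by fluorescence over six one-minute reads.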
Glioma ERSR ind = inducers of ER stress response in human glioma cells; Potency, µM, inactives show at the top dose activation, most hits filed as activators; 420,000 tested, 0.02% active; AID 602332; U87-MG GRP78 promoter luciferase reporter, 16 h; also: potency is read from the fitted curve at half-maximal effect; series mostly up to about 76 µM; % of control where 0% means no effect; nearly all actives have a fitted effect of over 35% in size
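Stably transfected U87-MG glioma cells carrying a GRP78-based luciferase sensor; 16 h compound incubation. Luminescence end-point read 10 min after Bright-Glo addition at room temperature.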
Vif-A3G inh = inhibitors of Vif-APOBEC3G interaction; Q9HC16; HeLa A3G-eYFP + Vif (tagged APOBEC3G with the HIV-1 protein that degrades it), YFP fluorescence, overnight; Potency, µM (top dose mostly 46.1 µM), for inactives: top-dose activity, negative = active, usual class: inhibitors; 410,000 tested, 0.076% active; AID 602310;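 also: potency is read from the fitted curve at half-maximal effect; % is scaled to controls: 0 for no effect and ±100 for the full control effect; nearly all actives have a fitted effect of over 60% in size; hits raise eYFP signal because A3G escapes Vif-driven loss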
Target sequence (Q9HC16 whole entry, looked up): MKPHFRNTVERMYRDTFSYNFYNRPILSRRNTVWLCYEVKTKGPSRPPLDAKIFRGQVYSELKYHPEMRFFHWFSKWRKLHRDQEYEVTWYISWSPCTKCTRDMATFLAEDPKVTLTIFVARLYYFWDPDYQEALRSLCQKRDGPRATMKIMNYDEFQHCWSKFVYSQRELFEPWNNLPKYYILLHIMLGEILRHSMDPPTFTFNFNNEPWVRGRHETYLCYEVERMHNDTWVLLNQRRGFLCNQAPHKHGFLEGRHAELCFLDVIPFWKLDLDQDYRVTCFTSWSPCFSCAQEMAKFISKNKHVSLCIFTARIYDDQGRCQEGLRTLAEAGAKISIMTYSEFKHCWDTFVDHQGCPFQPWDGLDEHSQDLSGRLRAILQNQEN
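HeLa cells stably expressing Vif and C-terminally eYFP-tagged A3G, seeded overnight at 37 deg C, then exposed to compound by pintool overnight at 37 deg C. Rise in yellow fluorescence (Ex 488/Em 500-530, Acumen) marks blocked Vif-driven A3G degradation.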
LDHA inh = blocks human lactate dehydrogenase A; 480,000 tested, 0.15% active; P00338; activity change, % (values are at about 110 or 230 µM); purified LDHA, NADH/diaphorase-resazurin fluorescence; hits give low values; in the data active = activity change below about -30%; inconclusive = mostly about -25% to -30%;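 also: plate controls were DMSO wells for no effect and wells without enzyme for full effect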
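Human LDH5 (2 nM) was incubated with 0.06 mM NADH and 0.2 mM pyruvate for 5 min at room temperature in Tris pH 7.4. Remaining NADH was coupled through diaphorase/resazurin, and resorufin fluorescence was read at 0 and 20 min.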
TrxR1 substrate = is turned over as a substrate by rat TrxR1; O89049; purified TrxR1 substrate turnover, NADPH consumption readout; Potency, µM (series often up to 114 µM), for the others: top-dose activity change, negative = substrate turnover; 390,000 tested, 0.01% active; AID 588456; also: potency is read from the fitted curve at half-maximal effect; % is scaled to controls: 0 for no effect and ±100 for the full control effect; nearly all actives have a fitted effect of over 50% in size
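Rat TrxR1, dispensed at 90 nM, was prereduced with 400 uM NADPH (final) for 5 min at ~22 deg C, then incubated with compound 15 min before 400 uM selenite. A first-read NADPH fluorescence drop versus no-compound background flagged substrates.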
IDH1 R132H inh = inhibitors of human mutant IDH1 R132H; O75874; IDH1-R132H enzyme, NADPH consumption, diaphorase/resazurin fluorescence; Potency, µM (titrated, usually from 76.6 µM), without a hit: top-dose activity change, negative = inhibition, usual class: inhibitors; 390,000 tested, 0.093% active; also: potency is read from the fitted curve at half-maximal effect; % is scaled to controls: 0 for no effect and ±100 for the full control effect; nearly all actives have a fitted effect of over 65% in size
Target sequence (O75874 whole entry R132H, stated change not applied): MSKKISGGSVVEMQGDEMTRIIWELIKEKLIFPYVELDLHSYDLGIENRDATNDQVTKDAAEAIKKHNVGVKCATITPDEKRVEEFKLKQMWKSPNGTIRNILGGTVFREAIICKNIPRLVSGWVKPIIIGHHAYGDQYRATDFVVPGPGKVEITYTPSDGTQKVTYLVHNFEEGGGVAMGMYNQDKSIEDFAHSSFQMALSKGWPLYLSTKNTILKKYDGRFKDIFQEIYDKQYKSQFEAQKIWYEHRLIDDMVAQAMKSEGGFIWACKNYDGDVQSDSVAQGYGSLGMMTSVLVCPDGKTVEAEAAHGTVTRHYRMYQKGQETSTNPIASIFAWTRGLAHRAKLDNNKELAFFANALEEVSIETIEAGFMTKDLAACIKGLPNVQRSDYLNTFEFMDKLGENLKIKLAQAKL
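IDH1-R132H (0.5 ug/mL dispensed) in pH 7.5 Tris buffer was preincubated 30 min with compound, then given a substrate mix of 0.016 mM NADPH and 2 mM alpha-KG for 80 min at room temperature; remaining NADPH was read by diaphorase/resazurin fluorescence.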
rTrxR1 inhibitor = inhibitors of rat thioredoxin reductase 1; O89049; recombinant rTrxR1, NADPH fluorescence consumption, selenite substrate; Potency, µM (titrated, usually from 114 µM), for the others: at the highest dose activity change, negative = inhibition, most hits filed as inhibitors; 390,000 tested, 1% active; AID 588453; also: potency is read from the fitted curve at half-maximal effect; % is scaled to controls: 0 for no effect and ±100 for the full control effect; nearly all actives have a fitted effect of over 65% in size
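Rat TrxR1 (90 nM in the dispensed reagent) was pre-reduced with 400 uM NADPH for 5 min at room temperature, then incubated with compound for 15 min. After 400 uM selenite was added, NADPH fluorescence (Ex 340/Em 450 nm) was followed for 8 min.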
RGS4 inh = human RGS4 inhibition; P49798; Transcreener GDP fluorescence polarization, RGS4-accelerated GTP hydrolysis; Potency, µM (top dose mostly 114 µM), for the others: top-dose activity change, negative = inhibition, hits mostly inhibitors; 390,000 tested, 0.039% active; AID 504845; also: potency is read from the fitted curve at half-maximal effect; % is scaled to controls: 0 for no effect and ±100 for the full control effect; nearly all actives have a fitted effect of over 75% in size; some results filed as inactive show a strong effect at the top dose
Target sequence (P49798 whole entry, looked up): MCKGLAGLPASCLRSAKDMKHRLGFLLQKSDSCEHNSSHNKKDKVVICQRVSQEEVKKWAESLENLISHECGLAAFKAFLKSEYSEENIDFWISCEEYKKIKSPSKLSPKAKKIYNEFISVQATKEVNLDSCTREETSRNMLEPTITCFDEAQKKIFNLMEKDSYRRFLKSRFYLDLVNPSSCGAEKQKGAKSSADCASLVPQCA
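MLSMR compounds (23 nl, pin-transferred) preincubated 10 min at room temperature with a 500nM (2x) first reagent, then RGS4 at 900nM (2x) plus Transcreener GDP mix added; fluorescence polarization (620/688 nm) read before and after 90 min at 30 °C.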
* = called active by the depositor; ? = inconclusive; . = not tested or not shown; [ ] = remark or other dose. Unless noted, calls follow the shape of the dose curve; as a rule, active = well fitted curve in the direction sought with a large enough effect; inconclusive = small, poorly fitted or top-dose-only effect, or another doubt; inactive = no such curve, though single readings can be large; an effect the other way counts as inactive or inconclusive. Not all compounds are listed. The share of hits here may be higher or lower than overall.

1. O=S(=O)(c1ccc2ccccc2c1)n1nc(-c2ccco2)nc1NCc1cccc(Cl)c1
2. Cc1ccc(-c2nc(NC(=O)CSc3nnnn3-c3ccccc3)ns2)cc1
3. CC(C)N(Cc1cnn(C)c1)C(=O)C1CCC(=O)N(CCc2cccc(F)c2)C1 (stereo not given)
4. Cc1ccc(NC(=O)Cc2csc(-c3ccccc3)n2)cc1F
5. COC(=O)c1scc(-c2ccc(C)cc2)c1S(=O)(=O)N1CCN(c2ccc(C(C)=O)cc2)CC1
6. COc1ccc(NS(=O)(=O)c2cccc(C(=O)NCC(c3ccc(OC)cc3)N3CCCC3)c2)cc1 (stereo not given)
assay / compound,1,2,3,4,5,6
Vif-APOBEC3F blk,-3%,-10%,-6%,-22%,0%,2%
USP1 inh,?,-19%,-2%,-24%,?,-18%
Glioma ERSR ind,-3%,4%,3%,12%,0%,-3%
Vif-A3G inh,-1%,3%,1%,-1%,1%,3%
LDHA inh,-10,-5,-4,-8,-1,-7
TrxR1 substrate,0%,16%[57.1 µM],0%,-6%,4%[57.1 µM],5%[57.1 µM]
IDH1 R132H inh,6%,2%,0%,5%,13%,-8%
rTrxR1 inhibitor,22%,23%[57.1 µM],8%,1%,32%[57.1 µM],5%[57.1 µM]
RGS4 inh,19%,-13%,25%,2%,-29%,13%

7. O=C(COC(=O)c1ccc(Br)o1)Nc1ccc(Br)cc1
8. Cc1ccc(SC(C)C(=O)N2CCC(C(N)=O)CC2)cc1 (stereo not given)
9. CC(C)C(=O)Nc1ccc(COc2ccccc2CN(Cc2ccccc2)C(=O)OC(C)(C)C)cc1
10. CCc1c(C)nc2ncnn2c1N1CCCC(C(=O)NCCc2ccccc2)C1 (stereo not given)
11. O=C1COc2ccc(NC(=O)N3CCN(c4ccc(F)cc4)CC3)cc2N1
12. C=CCOC1COC2C(OCC=C)COC12 (stereo not given)
assay / compound,7,8,9,10,11,12
Vif-APOBEC3F blk,1%,6%,11%,-3%,0%,5%
USP1 inh,-12%,-4%,-12%,-15%,4%,-5%
Glioma ERSR ind,-4%,0%,-4%,2%,-4%,-4%
Vif-A3G inh,-5%,0%,-12%,5%,1%,0%
LDHA inh,-5,-1,-1,-6,-2,-10
TrxR1 substrate,3%,2%[57.1 µM],3%,0%,3%[57.1 µM],-9%
IDH1 R132H inh,0%,0%,3%[38.3 µM],2%,-1%,0%
rTrxR1 inhibitor,13%,18%[57.1 µM],53%[activator],22%,-7%[57.1 µM],16%[57.1 µM]
RGS4 inh,-9%,1%,7%,-12%,-19%,11%

13. Cc1cscc1NC(=O)/C=C/C(=O)O
14. CN(C)c1cccc(C(=O)N/N=C/c2ccsc2)c1
15. S=C(NCc1ccc(Cl)cc1)NCc1ccco1
16. Cc1ccc(-c2nn3c(-c4ccccc4C)nnc3c3ccccc23)cc1
17. CC(C)(C)c1nnc(NC(=O)CN2C(=O)C3C4C=CC(C4)C3C2=O)s1 (stereo not given)
18. CCN(CC)C(=O)Cn1cc(C(=O)C(=O)NCc2ccccn2)c2ccccc21
assay / compound,13,14,15,16,17,18
Vif-APOBEC3F blk,4%,-14%,-4%,-8%,-13%,1%
USP1 inh,-5%,-22%,-18%,?,-9%,-16%
Glioma ERSR ind,1%,-6%,-1%,4%,-3%,-5%
Vif-A3G inh,0%,0%,-5%,-3%,-5%,2%
LDHA inh,0,2,-6,-4,-6,-2
TrxR1 substrate,-1%[57.1 µM],-1%[57.1 µM],0%,19%,7%,5%
IDH1 R132H inh,10%,5%,1%,40µM*,1%,-4%
rTrxR1 inhibitor,19%[57.1 µM],-8%,6%,30%,8%,14%
RGS4 inh,-18%,13%,-35%,-20%,-16%,29%[11.4 µM]

19. N#Cc1c(-c2ccc(Cl)cc2)ccn2nc(C3CCCCC3)nc12
20. O=C(NC1CCOCC1)C1CCC(=O)N(CCc2cccc(F)c2)C1 (stereo not given)
21. COc1ccccc1C(=O)NC(=O)CSc1nnc(SC)s1
22. COc1ccc(CCNC(=O)C(=O)N/N=C/c2cccs2)cc1OC
23. CC(=O)C1=C(O)C(=O)N(c2ccc(Br)cn2)C1c1ccccc1F (stereo not given)
24. O=C(OCc1ccc(Br)cc1)c1cccnc1Cl
assay / compound,19,20,21,22,23,24
Vif-APOBEC3F blk,0%,8%,4%,-4%,.,1%
USP1 inh,1%,3%,-21%,-22%,-19%,-15%
Glioma ERSR ind,13%,-2%,2%,-5%,-6%,1%
Vif-A3G inh,-16%,-1%,1%,0%,1%,-6%
LDHA inh,-2,2,-5,-1,-1,0
TrxR1 substrate,15%,0%,2%,6%[57.1 µM],-4%,1%
IDH1 R132H inh,11%,1%,3%,0%,3%,7%
rTrxR1 inhibitor,9%,8%,-1%,16%[57.1 µM],-29%,10%
RGS4 inh,0%,-31%,0%,22%,-3%,-14%

25. Cc1ccccc1CNC(=O)C1CCN(S(=O)(=O)Cc2ccccc2)CC1
26. COc1ccc(CNC(=O)COC(=O)CC(NC(N)=O)c2ccc(Cl)cc2)cc1OC (stereo not given)
27. O=C(c1cccc([N+](=O)[O-])c1)N1CCCN(C(=O)c2cccc([N+](=O)[O-])c2)CC1
28. Cc1nn(-c2ccccc2)c(N)c1N=O
29. O=C(Nc1ccc(N2CCN(c3ccc(F)cc3)CC2)c(C(=O)O)c1)c1cccs1
30. COc1ccccc1CCC(=O)N1CCN(S(=O)(=O)c2cc(C(F)(F)F)ccc2Cl)CC1
assay / compound,25,26,27,28,29,30
Vif-APOBEC3F blk,2%,1%,1%,-4%,4%,7%
USP1 inh,-11%,-21%,-18%,-14%,?,-17%
Glioma ERSR ind,-3%,-6%,-2%,-3%,2%,-2%
Vif-A3G inh,-2%,-3%,0%,-1%,-3%,3%
LDHA inh,-7,-1,-4,0,-3,-2
TrxR1 substrate,1%,3%,-18%[57.1 µM],-13%,-1%[57.1 µM],5%
IDH1 R132H inh,-15%,3%,2%,-5%,-14%,0%
rTrxR1 inhibitor,7%,9%,11%[57.1 µM],13%,10%[57.1 µM],14%
RGS4 inh,14%,-39%,-4%,15%,-22%,5%

Results in sequence from the entries so far:
Entries 25 to 29 in USP1 inh: -11%, -21%, -18%, -14%, ?
Entries 25 to 29 in IDH1 R132H inh: -15%, 3%, 2%, -5%, -14%
Entries 25 to 29 in RGS4 inh: 14%, -39%, -4%, 15%, -22%

Remaining list, next part:
31. Cc1ccc(C(=O)Nc2ccccc2-c2ccccc2)o1
32. O=C(NCc1ccccc1Cl)c1cc2c(s1)-c1ccc(Cl)cc1SC2
33. CCOc1ccccc1N1CCN(Cc2ccc(OC)c(OC)c2)CC1
34. O=C(CCc1nc2ccccc2c(=O)[nH]1)N1CCN(S(=O)(=O)c2ccc(Cl)c(C(F)(F)F)c2)CC1
35. Cc1cc(NC(=O)c2cc(-c3ccccc3)on2)no1
36. CC(=O)N1CCC2(CC1)CC(=O)c1cc(OCC(=O)N3CCCC3)ccc1O2
assay / compound,31,32,33,34,35,36
Vif-APOBEC3F blk,5%,2%,-9%,-17%,-3%,6%
USP1 inh,-11%,-20%,-15%,-14%,-22%,1%
Glioma ERSR ind,2%,1%,-5%,-7%,-1%,-1%
Vif-A3G inh,-3%,-3%,-2%,-1%,1%,2%
LDHA inh,-2,-5,-15,-2,-5,-7
TrxR1 substrate,2%[57.1 µM],26%,8%[0.457 µM],-4%,-2%,183%[activator]
IDH1 R132H inh,-1%,-14%,4%,-7%,0%,3%
rTrxR1 inhibitor,-1%[57.1 µM],37%[activator],16%,9%,-1%,56%[activator]
RGS4 inh,1%,-13%,1%,19%,-5%,18%

37. COc1cccc(C(=O)N2CCSC2=S)c1
38. CC(=O)Nc1cccc(/C(C)=N\NC(=O)c2ccc(Cn3nc([N+](=O)[O-])c(Cl)c3C)o2)c1
39. C=CCOC(=O)C1=C(C)NC(=O)NC1/C=C/c1ccccc1 (stereo not given)
40. CCN(CC)C(=O)CSc1n[nH]c(=O)n1CCc1ccccc1
41. O=C1CC(c2c[nH]c3ccccc23)C(=O)N1 (stereo not given)
42. COc1ccccc1NC(=O)C1=C(C)Nc2c(C(=O)Nc3cccc(C)c3)cnn2C1c1ccccc1C (stereo not given)
43. CCc1ccc(NC(=O)CSc2nc3c(c(=O)[nH]2)CN(Cc2ccc(C)cc2)CC3)cc1
44. O=S(=O)(Nc1ccc(-c2cn3c(n2)SCC3)cc1)c1ccccc1F
assay / compound,37,38,39,40,41,42,43,44
Vif-APOBEC3F blk,3%,-9%,-28%,6%,5%,-12%,4%,-13%
USP1 inh,0%,-2%,-19%,-2%,-20%,0%,-13%,-19%
Glioma ERSR ind,?,2%,-4%,-1%,0%,-3%,-2%,5%
Vif-A3G inh,3%,-3%,1%,4%,0%,-4%,1%,-1%
LDHA inh,-6,-5,-3,-5,-10,0,2,-3
TrxR1 substrate,-8%,2%[57.1 µM],0%,3%,8%[57.1 µM],7%,1%,-1%
IDH1 R132H inh,10%,-5%,6%,0%,-7%,-6%,8%,-27%
rTrxR1 inhibitor,-32%,11%,13%,15%,15%[57.1 µM],25%,17%,3%
RGS4 inh,-30%,?,-27%,-11%,10%[11.4 µM],2%,-20%,-2%

Source: PubChem BioAssay
